Screens (PubChem)
JMJD2A Tudor: inhibitors of human JMJD2A Tudor domain; O75164; Potency, µM (doses to about 114 µM), without a hit: top-dose activity change, negative = inhibition, actives largely listed as inhibitors; 390,000 tested, 4.4% active; AID 504339; AlphaScreen JMJD2A-Tudor / H3K4me3 peptide binding; further: potency means the concentration at half of the fitted maximal effect; on the % scale 0 is the no-effect control and ±100 the full control effect; nearly all actives have a fitted effect of over 50% in size
Target sequence (O75164 whole entry, looked up, the tested form may be a part): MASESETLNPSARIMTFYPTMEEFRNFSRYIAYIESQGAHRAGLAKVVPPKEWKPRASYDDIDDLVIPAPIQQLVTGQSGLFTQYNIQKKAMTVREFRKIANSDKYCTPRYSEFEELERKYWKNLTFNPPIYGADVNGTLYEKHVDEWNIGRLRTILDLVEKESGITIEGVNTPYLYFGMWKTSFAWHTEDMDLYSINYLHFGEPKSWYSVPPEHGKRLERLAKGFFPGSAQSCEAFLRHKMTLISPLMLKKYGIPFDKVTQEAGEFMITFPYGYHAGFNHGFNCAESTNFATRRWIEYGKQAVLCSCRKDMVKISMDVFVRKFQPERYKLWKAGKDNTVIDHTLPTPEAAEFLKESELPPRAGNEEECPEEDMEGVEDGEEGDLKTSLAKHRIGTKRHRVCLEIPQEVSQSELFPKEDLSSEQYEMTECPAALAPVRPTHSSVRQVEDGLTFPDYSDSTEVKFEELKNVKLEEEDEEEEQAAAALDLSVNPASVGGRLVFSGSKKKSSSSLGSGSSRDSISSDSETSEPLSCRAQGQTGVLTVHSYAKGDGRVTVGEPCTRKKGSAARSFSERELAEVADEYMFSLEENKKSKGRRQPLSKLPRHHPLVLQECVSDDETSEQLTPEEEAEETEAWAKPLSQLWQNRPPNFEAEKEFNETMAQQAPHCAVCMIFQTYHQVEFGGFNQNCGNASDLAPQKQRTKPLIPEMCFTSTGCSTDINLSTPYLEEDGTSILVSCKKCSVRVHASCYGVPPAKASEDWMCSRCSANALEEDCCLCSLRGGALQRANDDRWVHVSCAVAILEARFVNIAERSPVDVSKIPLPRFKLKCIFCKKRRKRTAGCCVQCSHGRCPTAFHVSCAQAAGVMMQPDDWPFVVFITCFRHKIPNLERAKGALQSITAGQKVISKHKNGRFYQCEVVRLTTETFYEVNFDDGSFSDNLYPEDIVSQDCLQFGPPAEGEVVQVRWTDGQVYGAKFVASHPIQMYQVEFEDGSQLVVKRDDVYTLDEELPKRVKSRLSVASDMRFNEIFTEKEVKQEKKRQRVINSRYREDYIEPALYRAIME
ERG-DNA inh: blocks human ERG Ets domain binding to DNA; fluorescence polarization, His-ERG Ets domain / labelled DNA; Potency, µM (series often up to 76.9 µM), without a hit: top-dose FP activity, negative = inhibition, hits mostly inhibitors; 370,000 tested, 0.028% active; AID 624246; active means well fitted inhibition curve with a large enough effect in the polarisation, with a control signal flat; inconclusive means small, poorly fitted or top-dose-only effect, or effect the other way, or a change in a side signal; inactive means no such curve, though single readings can be large or run the other way; the % refers to the polarisation;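 further: polarization taken with two DNA probes labelled with fluorescein and Texas red; potency means the concentration at half of the fitted maximal effect; % of control where 0% means no effect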
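His-tagged ERG Ets domain (1 uM in the protein solution; 300mM KCl, 50mM Tris-HCl, 1mM EDTA, 1mM DTT, pH 7.5) received compound, then a probe mix of 5 nM fluorescein-DNA and 100nM Texas-615-DNA. Fluorescence polarization was read for both dyes.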
G9a inh: blocks human histone lysine methyltransferase G9a. G9a H3K9 monomethylation, AlphaScreen, 2 h. Potency, µM (top dose mostly 102 µM), for the others: at the highest dose activity, negative = inhibition, actives largely listed as inhibitors. 350,000 tested, 8.8% active. Q96KQ7; further: potency means the concentration at half of the fitted maximal effect; on the % scale 0 is the no-effect control and ±100 the full control effect; nearly all actives have a fitted effect of over 75% in size
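Enzyme 20 nM + cpd, 15 min RT; add b-H3K9 pep 500 nM / SAM 20 uM; 2 h RT; anti-H3K9me1 Ab 0.5 ug/mL + SA donor / anti-rabbit acceptor beads 20 ug/mL each, 10 min; AlphaScreen read.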
ALOX12 inh: blocks human arachidonate 12S-lipoxygenase; AID 1671190; purified 12hLO, xylenol orange hydroperoxide absorbance; Potency, µM (doses to about 108 µM), for the others: at the highest dose activity change, negative = inhibition, hits mostly inhibitors; 580,000 tested, 1.1% active; further: potency means the concentration at half of the fitted maximal effect; on the % scale 0 is the no-effect control and ±100 the full control effect
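Purified human 12hLO at 150 nM in 25 mM Hepes, 0.01% Triton X-100, pH 7.0, preincubated 15 min at room temperature with compound. Reaction started with 40 uM arachidonic acid, 30 min at room temperature. Hydroperoxide measured by Fe-xylenol orange, 573/405 nm absorbance ratio.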
HP1b binding inh: HP1-beta chromodomain-methylated histone interaction inhibition; P83916; AlphaScreen HP1-beta / biotin-H3K9me3 peptide binding; Potency, µM (highest dose often 114 µM), inactives show at the top dose activity change, negative = inhibition, most hits filed as inhibitors; 390,000 tested, 0.56% active; AID 540317; further: potency means the concentration at half of the fitted maximal effect; nearly all actives have a fitted effect of over 70% in size; inactives centre near 23
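HP1-beta protein (50 nM final) preincubated 30 min at room temperature with biotinylated H3(1-18)K9me3 peptide (50 nM) in PBS pH 7.4, 0.01% Tween-20, then compound added for 30 min. AlphaScreen streptavidin donor/nickel chelate acceptor beads (10 ug/mL final), 30 min dark, luminescence read.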
BAZ2B block: blocks human BAZ2B; Q9UIF8; 360,000 tested, 4.4% active; Potency, µM (doses to about 114 µM), for inactives: top-dose activity change, negative = inhibition, usual class: inhibitors; AlphaScreen BAZ2B-H3K14Ac peptide displacement; AID 504333; further: potency means the concentration at half of the fitted maximal effect; on the % scale 0 is the no-effect control and ±100 the full control effect; nearly all actives have a fitted effect of over 60% in size
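Complex of BAZ2B and biotin-H3K14Ac (50 nM apiece) forms over 30 min at RT, then faces library compounds up to 110 uM for another 30 min; AlphaScreen beads added, 20 min dark incubation, luminescence read.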
PI4K2A inh: PI4K2A (human) kinase inhibition; Q9BTU6; purified PI4K2A, ADP-Glo luminescence, 1 h; stronger effect = lower value; activity change, negative = inhibition, % at 76.9 µM; 420,000 tested, 0.13% active; in the data active means activity change below about -50%; inconclusive means mostly about -30% to -49%;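 further: -100% = wells without enzyme as full effect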
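PI4K2A activity was measured by ADP-Glo luminescence: enzyme (4 ug/mL stock) and phosphatidylinositol (1.2 mM stock) in Tris pH 7.5/MgCl2/EGTA/Triton X-100 buffer were reacted with ATP (300 microM stock) for one hour at ambient temperature.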
RGS4 inh: blocks human RGS4-accelerated GTP hydrolysis; Potency, µM (titrated, usually from 114 µM), without a hit: at the top dose activity change, negative = inhibition, most hits filed as inhibitors; P49798; 390,000 tested, 0.039% active; Transcreener GDP fluorescence polarization, RGS4-accelerated GTP hydrolysis; further: potency means the concentration at half of the fitted maximal effect; on the % scale 0 is the no-effect control and ±100 the full control effect; nearly all actives have a fitted effect of over 75% in size; some results filed as inactive show a strong effect at the top dose
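MLSMR compounds (23 nl, pin-transferred) preincubated 10 min at room temperature with a 500nM (2x) first reagent, then RGS4 at 900nM (2x) plus Transcreener GDP mix added; fluorescence polarization (620/688 nm) read before and after 90 min at 30 °C.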
GLS inhibitor: blocks human kidney-isoform glutaminase activity | GLS enzymatic activity, qHTS titration | Potency, µM (series often up to 45.5 µM), without a hit: at the top dose activity change, negative = inhibition, most hits filed as inhibitors | 410,000 tested, 0.21% active | O94925; further: potency means the concentration at half of the fitted maximal effect; on the % scale 0 is the no-effect control and ±100 the full control effect
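Assay buffer: 45 mM KH2PO4 pH 8.2, 0.02% Tween-20. hKGA acts on L-glutamine (1 mM solution added); product glutamate is reported by an oxidase/peroxidase Amplex Red coupling, with fluorescence taken at baseline and 30 min.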
An asterisk follows results filed as active; & = joins results of further samples; [ ] = dose if it differs, or a comment. Unless noted, the call rests on the fitted dose curve; in most records, active means well fitted curve in the direction sought with a large enough effect; inconclusive means small, poorly fitted or top-dose-only effect, or another doubt; inactive means no such curve, though single readings can be large; an effect the other way counts as inactive or inconclusive.

How did COC(=O)c1c(NC(=O)c2nc(SC)ncc2Cl)sc2c1CCCC2 do in these assays?
JMJD2A Tudor: -3%; ERG-DNA inh: 2%; G9a inh: 8%[59 µM]; ALOX12 inh: -19%; HP1b binding inh: 21%; BAZ2B block: -8%; PI4K2A inh: 1; RGS4 inh: -9%; GLS inhibitor: 5%

How did O=C(NC1CCS(=O)(=O)C1)c1ccc(N2CCCCC2)c([N+](=O)[O-])c1 (stereo unspecified) do in these assays?
JMJD2A Tudor: -7%; ERG-DNA inh: 15%; G9a inh: -7%; ALOX12 inh: 1%; HP1b binding inh: 23%; BAZ2B block: -38%; PI4K2A inh: 3; RGS4 inh: -3%; GLS inhibitor: 7%

How did O=C(Nc1ccc(-c2nc3ccccc3o2)cc1)c1ccc2c(c1)OCO2 do in these assays?
JMJD2A Tudor: -14%; ERG-DNA inh: -1%; G9a inh: 1%[59 µM]; ALOX12 inh: inconclusive; HP1b binding inh: 4%; BAZ2B block: 1%; PI4K2A inh: -12; RGS4 inh: -29%; GLS inhibitor: 0%

What do the screens show for `COc1ccc(-n2c(=O)c3sc4ccccc4c3n(CC(=O)N3CCCC3)c2=O)cc1`?
JMJD2A Tudor: -4%; ERG-DNA inh: -3%; G9a inh: 32%[59 µM]; ALOX12 inh: -5%; HP1b binding inh: 47%[activator]; BAZ2B block: 4%; PI4K2A inh: 0; RGS4 inh: -8%; GLS inhibitor: -6%

How did CCN(CC)CCn1c2ccccc2c2nc3ccc([N+](=O)[O-])cc3cc21 do in these assays?
JMJD2A Tudor: -28%; ERG-DNA inh: 15%; G9a inh: -44%; ALOX12 inh: -3%; HP1b binding inh: 22%; BAZ2B block: -4%; PI4K2A inh: 0; RGS4 inh: inconclusive; GLS inhibitor: -9%

How did O=c1cc(-c2ccccc2)nc(SCc2nc(-c3ccccc3Cl)no2)[nH]1 do in these assays?
JMJD2A Tudor: -13%; ERG-DNA inh: -4%; G9a inh: 9%[59 µM]; ALOX12 inh: -20%; HP1b binding inh: 16%[57 µM]; BAZ2B block: -2%; PI4K2A inh: -1; RGS4 inh: 1%; GLS inhibitor: -10%

How did CCc1ccc(NC(=O)Cn2nnc(C(=O)NCCc3ccc(OC)c(OC)c3)c2N)cc1 do in these assays?
JMJD2A Tudor: -3%; ERG-DNA inh: -5%; G9a inh: 20%; ALOX12 inh: -5%; HP1b binding inh: 29%; BAZ2B block: -8%; PI4K2A inh: -1; RGS4 inh: 32%; GLS inhibitor: 11%

What do the screens show for `CCCc1cc(=O)n2[nH]c(NCc3ccccc3Cl)nc2n1`?
JMJD2A Tudor: 11%; ERG-DNA inh: 0%; G9a inh: 21%; ALOX12 inh: 8%; HP1b binding inh: 26%; BAZ2B block: 0%; PI4K2A inh: 3; RGS4 inh: -1%; GLS inhibitor: 10%

How did CCOc1ccc(CNC(=O)CCCn2nc(C)c3sc4ccccc4c3c2=O)cc1 do in these assays?
JMJD2A Tudor: -26%; ERG-DNA inh: 10%; G9a inh: -37%[59 µM]; ALOX12 inh: 0%; HP1b binding inh: 10%; BAZ2B block: -19%; PI4K2A inh: 2; RGS4 inh: 17%; GLS inhibitor: -13%

Results for OCc1ccccc1O[C@@H]1O[C@H](CO)[C@@H](O)[C@H](O)[C@H]1O ?
JMJD2A Tudor: -9%; ERG-DNA inh: 6%; ALOX12 inh: 26%; HP1b binding inh: 32%; BAZ2B block: 9%; PI4K2A inh: 1; RGS4 inh: 8%; GLS inhibitor: -4%

Results for CC(=O)Nc1cccc(NC(=O)c2cc(Cl)ccc2Cl)c1 ?
JMJD2A Tudor: -13%; ERG-DNA inh: 1%; G9a inh: 28%[59 µM]; ALOX12 inh: -9%; HP1b binding inh: 45%[activator]; BAZ2B block: 4%; PI4K2A inh: 3; RGS4 inh: 21%; GLS inhibitor: 12%

What do the screens show for `COc1cccc(C2=Nn3c(nnc3-c3ccccc3O)SC2)c1`?
JMJD2A Tudor: -19%&-21%; ERG-DNA inh: 0%; G9a inh: inconclusive; ALOX12 inh: 0%; HP1b binding inh: inconclusive; BAZ2B block: 9%; PI4K2A inh: 3; RGS4 inh: inconclusive; GLS inhibitor: 3%

Results for O=C(Nc1cccc(-c2nc3ccccc3c(=O)o2)c1)c1ccccc1 ?
JMJD2A Tudor: 25µM*; ERG-DNA inh: 9%[15.4 µM]; G9a inh: -28%[59 µM]; ALOX12 inh: -17%; HP1b binding inh: inconclusive; BAZ2B block: -32%; PI4K2A inh: -20; RGS4 inh: inconclusive; GLS inhibitor: -2%

What do the screens show for `O=C(CCC(=O)OCC(=O)c1ccc([N+](=O)[O-])cc1)Nc1ccccc1Cl`?
JMJD2A Tudor: -11%; ERG-DNA inh: -10%; G9a inh: 51%[activator]; HP1b binding inh: 49%[activator]; BAZ2B block: -14%; PI4K2A inh: 5; RGS4 inh: -38%; GLS inhibitor: -11%

How did CCSc1nc2c(c(=O)n(C)c(=O)n2C)n1Cc1ccc(Cl)cc1 do in these assays?
JMJD2A Tudor: -13%[57.1 µM]; ERG-DNA inh: 3%; ALOX12 inh: 0%&-58%; HP1b binding inh: 12%; PI4K2A inh: -2; RGS4 inh: -7%[11.4 µM]; GLS inhibitor: -6%

Results for O=C(CCl)N(C/C=C/c1ccccc1)c1ccc2c(c1)OCCO2 ?
JMJD2A Tudor: -13%; ERG-DNA inh: 7%; G9a inh: -47%; ALOX12 inh: inconclusive; HP1b binding inh: 32%; BAZ2B block: -1%; PI4K2A inh: 3; RGS4 inh: -9%; GLS inhibitor: 22%

Results for CCN(CC)CCOc1cc2c(nn1)Oc1ccccc1N2C ?
JMJD2A Tudor: inconclusive; G9a inh: 50µM*; ALOX12 inh: inconclusive; HP1b binding inh: 7%; BAZ2B block: inconclusive; PI4K2A inh: -5; RGS4 inh: 31%; GLS inhibitor: 8%

Results for Cc1cccc(C)c1NC(=O)c1sc(-n2nc(C)c(Cc3ccc4c(c3)OCO4)c2C)nc1C ?
JMJD2A Tudor: -19%; ERG-DNA inh: 0%; G9a inh: 0%[59 µM]; ALOX12 inh: -21%; HP1b binding inh: 41%[activator]; BAZ2B block: -3%; PI4K2A inh: -6; RGS4 inh: 29%; GLS inhibitor: 0%

How did CCN(CC)S(=O)(=O)c1cccc(-c2nnc(SCC(N)=O)n2CCc2ccccc2)c1 do in these assays?
JMJD2A Tudor: -5%; ERG-DNA inh: -12%; G9a inh: inconclusive; ALOX12 inh: 0%[57.4 µM]; HP1b binding inh: 33%; BAZ2B block: inconclusive; PI4K2A inh: -4; RGS4 inh: 26%; GLS inhibitor: 9%

What do the screens show for `O=C(NCCCN1CCOCC1)c1cc2nc(-c3ccco3)cc(C(F)(F)F)n2n1`?
JMJD2A Tudor: -14%; ERG-DNA inh: 22%; G9a inh: -5%; ALOX12 inh: -9%; HP1b binding inh: 33%[activator]; BAZ2B block: -1%; PI4K2A inh: -24; RGS4 inh: -10%; GLS inhibitor: 2%

What do the screens show for `CCO[C@H]1OC(C(=O)O)=C[C@@H](C)[C@@H]1CCCO`?
JMJD2A Tudor: -17%; ERG-DNA inh: -9%; G9a inh: -1%[59 µM]; ALOX12 inh: -11%; HP1b binding inh: 0%; BAZ2B block: -1%; PI4K2A inh: 4; RGS4 inh: 11%; GLS inhibitor: 3%

How did CC(C)n1nc(C(=O)Nc2nc3ccc(S(C)(=O)=O)cc3s2)c2ccccc2c1=O do in these assays?
JMJD2A Tudor: -13%; G9a inh: -31%[12.7 µM]; ALOX12 inh: -5%; HP1b binding inh: 13%; BAZ2B block: -6%; PI4K2A inh: -1; RGS4 inh: 18%; GLS inhibitor: 16%

Results for CC(C)(C)C(=O)NC(=S)Nc1ccccn1 ?
JMJD2A Tudor: -5%; ERG-DNA inh: -3%; G9a inh: -49%; ALOX12 inh: -20%; HP1b binding inh: -1%; BAZ2B block: -10%; PI4K2A inh: 0; RGS4 inh: 1%; GLS inhibitor: 8%

3 structures already listed, arranged by SMILES length, ascending:
How did CCSc1nc2c(c(=O)n(C)c(=O)n2C)n1Cc1ccc(Cl)cc1 do in these assays?
JMJD2A Tudor: -13%[57.1 µM]; ERG-DNA inh: 3%; ALOX12 inh: 0%&-58%; HP1b binding inh: 12%; PI4K2A inh: -2; RGS4 inh: -7%[11.4 µM]; GLS inhibitor: -6%

How did CC(C)n1nc(C(=O)Nc2nc3ccc(S(C)(=O)=O)cc3s2)c2ccccc2c1=O do in these assays?
JMJD2A Tudor: -13%; G9a inh: -31%[12.7 µM]; ALOX12 inh: -5%; HP1b binding inh: 13%; BAZ2B block: -6%; PI4K2A inh: -1; RGS4 inh: 18%; GLS inhibitor: 16%

Results for Cc1cccc(C)c1NC(=O)c1sc(-n2nc(C)c(Cc3ccc4c(c3)OCO4)c2C)nc1C ?
JMJD2A Tudor: -19%; ERG-DNA inh: 0%; G9a inh: 0%[59 µM]; ALOX12 inh: -21%; HP1b binding inh: 41%[activator]; BAZ2B block: -3%; PI4K2A inh: -6; RGS4 inh: 29%; GLS inhibitor: 0%

A portion of the library. The share of hits here may be higher or lower than overall.
